VLA-4 inh – inhibition in a human VLA-4 binding assay; P13612; VLA-4 expressing cells, ligand binding flow cytometry; inhibition, % (about 7 µM as worked out from the volumes in the protocol); actives 0.2% (n = 330,000); in the data active = inhibition above about 50%
Target sequence (P13612 whole entry, looked up): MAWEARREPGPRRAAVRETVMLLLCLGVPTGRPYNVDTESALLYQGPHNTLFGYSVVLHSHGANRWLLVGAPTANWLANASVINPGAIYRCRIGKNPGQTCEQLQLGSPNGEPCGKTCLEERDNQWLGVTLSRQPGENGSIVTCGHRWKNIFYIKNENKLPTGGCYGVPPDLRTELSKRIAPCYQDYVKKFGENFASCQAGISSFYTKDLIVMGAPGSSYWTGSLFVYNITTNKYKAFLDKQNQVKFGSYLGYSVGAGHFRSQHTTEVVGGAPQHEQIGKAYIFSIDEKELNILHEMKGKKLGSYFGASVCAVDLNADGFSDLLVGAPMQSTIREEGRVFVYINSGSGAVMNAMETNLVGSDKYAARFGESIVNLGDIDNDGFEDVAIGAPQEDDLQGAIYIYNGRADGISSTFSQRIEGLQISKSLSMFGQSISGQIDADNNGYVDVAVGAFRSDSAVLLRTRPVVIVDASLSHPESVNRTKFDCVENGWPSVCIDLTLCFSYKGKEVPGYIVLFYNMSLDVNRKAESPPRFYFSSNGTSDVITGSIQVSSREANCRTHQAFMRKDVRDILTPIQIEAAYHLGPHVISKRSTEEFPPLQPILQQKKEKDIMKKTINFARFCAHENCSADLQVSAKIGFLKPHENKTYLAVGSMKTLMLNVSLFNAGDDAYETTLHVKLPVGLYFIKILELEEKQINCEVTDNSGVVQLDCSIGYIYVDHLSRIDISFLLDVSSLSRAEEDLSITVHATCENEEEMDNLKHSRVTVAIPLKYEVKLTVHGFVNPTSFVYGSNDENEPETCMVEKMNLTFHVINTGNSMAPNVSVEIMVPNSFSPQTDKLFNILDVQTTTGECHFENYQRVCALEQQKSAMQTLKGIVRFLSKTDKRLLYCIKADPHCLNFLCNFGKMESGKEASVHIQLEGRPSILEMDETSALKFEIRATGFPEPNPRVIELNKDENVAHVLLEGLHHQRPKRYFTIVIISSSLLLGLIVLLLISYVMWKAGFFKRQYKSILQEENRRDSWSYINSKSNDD
GRK2 inh – inhibitors of human GRK2 displacing RNA aptamer. inhibition of aptamer binding, % at 10 µM. bead flow cytometry, FAM-aptamer displacement from GRK2. AID 488847. P25098. actives 0.59% (n = 330,000);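 active = inhibition of aptamer binding above 40%, roughly 3 SD of noise, on plates passing a quality check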;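 also: median bead fluorescence of bound FAM aptamer so fluorescent compounds give negative values; no value below 0 was filed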
RPL19A-GFP yeast – modulators of TOR pathway RPL19A-GFP in S. cerevisiae. actives 0.3% (n = 330,000). S. cerevisiae RPL19A-GFP strain, flow cytometry, 3 h; hits give low values. percent response vs DMSO, % at 10 µM;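 active = percent response vs DMSO below 50%; inconclusive = fewer than 70 events counted for the yeast strain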;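 also: median channel GFP fluorescence of the barcoded RPL19A-GFP strain; ratio of sample median GFP to plate DMSO average so 100% = DMSO; lower means less RPL19A-GFP as with rapamycin TOR inhibition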
CIT2 TOR yeast – modulators of TOR pathway CIT2-GFP in S. cerevisiae. GFP response vs DMSO, % at 10 µM. S. cerevisiae CIT2-GFP strain, flow cytometry, 3 h; 100 means same as DMSO wells. actives 0.065% (n = 320,000);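 active = GFP response relative to DMSO above a set limit, near the screen mean plus 3 SD, cut at about 150% in these data; inconclusive = Fewer than 70 cells measured for a yeast strain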;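 also: ratio of well median GFP fluorescence to mean of DMSO wells on the plate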
MEP2-GFP yeast – alters MEP2-GFP fluorescence in TOR pathway yeast screen. AID 2016. actives 0.51% (n = 330,000). S. cerevisiae MEP2-GFP strain, flow cytometry GFP, 3 h; 100% = DMSO control level. GFP response vs DMSO, % at 10 µM;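 active = GFP response versus DMSO above a set limit, roughly screen mean plus 3 SD, cut at about 180% in these data; inconclusive = fewer than 70 cells counted for a yeast strain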;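 also: median GFP fluorescence of the barcode-gated MEP2-GFP cells per well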
AGP1 TOR yeast – modulators of TOR pathway AGP1-GFP in S. cerevisiae | S. cerevisiae AGP1-GFP multiplex flow cytometry, 3 h; GFP as percent of DMSO wells | GFP response vs DMSO, % at 10 µM | actives 0.02% (n = 320,000) | AID 2066;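 active = GFP response relative to DMSO above a set limit, near screen average plus 3 SD, cut at about 150% in these data; inconclusive = fewer than 70 cells counted for the yeast strain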;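 also: median GFP channel fluorescence of the gated AGP1 strain per well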
GASC-1 inh – inhibitors of human GASC-1 (JMJD2C) demethylase. actives 0.069% (n = 330,000). Q9H3R0. GST-JMJD2C(1-420) H3K9me3 demethylation, DELFIA europium. inhibition, % at 2.35 µM;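 active = more than half of a compound's replicate wells show inhibition beyond 50%, single wells judged on their own value; inconclusive = some, but no more than half, of replicates pass 50% inhibition; inactive = no replicate passes 50% inhibition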;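 also: signal counts dimethyl H3K9 product captured on neutravidin plate; 0% = median of DMSO wells and 100% = 0.3 times that DMSO median; strong numbers were not always called active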
LAP4-GFP MLPCN – yeast TOR pathway LAP4-GFP modulation. S. cerevisiae LAP4-GFP multiplex, flow cytometry GFP, 3 h; median GFP as percent of DMSO wells. GFP response vs DMSO, % at 10 µM. actives 0.34% (n = 320,000). AID 2023;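 active = GFP response vs DMSO above a set limit, about the screen mean plus 3 SD, cut at about 150% in these data; inconclusive = under 70 cell events counted for the yeast strain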
* = called active by the depositor; i = inactive; ? = inconclusive; . = not tested or not shown; [ ] = remark or other dose.

SMILES	VLA-4 inh	GRK2 inh	RPL19A-GFP yeast	CIT2 TOR yeast	MEP2-GFP yeast	AGP1 TOR yeast	GASC-1 inh	LAP4-GFP MLPCN
CCCCN(CCCC)CCNC(=O)c1ccc2nc(-c3ccccc3NC(C)=O)c(=O)[nH]c2c1	30	1	96	99	97	92	-5	88
Cn1c(COc2ccccc2)nnc1SCC(=O)Nc1ccc2c(c1)OCO2	-8	6	105	104	108	106	2	96
CC1(C)CC(=O)c2cnc(N)nc2C1	6	0	96	103	97	97	-3	99
CN(C)S(=O)(=O)N(CC(=O)Nc1ccccc1)c1ccccc1	-7	1	107	113	108	113	10	108
Cc1ccc(-c2csc3ncnc(NCCC(=O)O)c23)cc1C	10	.	103	108	124	113	3	94
COC(=O)c1ccc(N2CCN(C)CC2)c(NC(=O)COc2cccc(C)c2)c1	-1	0	92	88	91	91	-5	94
CCOC(=O)C1CCCN(C(=O)c2cc(-c3ccccc3)on2)C1 (stereo not drawn)	-2	0	92	92	99	93	9	105
Cc1ccc(S(=O)(=O)CC(C)N2CCN(C3CCCCC3)CC2)cc1 (stereo not drawn)	-4	0	95	.	93	89	9	100
O=C(Nc1cccc(-c2ccc(N3CCOCC3)nn2)c1)c1ccccc1	3	0	100	92	97	112	-44	115
CCOC(=O)c1nnsc1NC(C)=O	-10	3	103	110	99	103	-8	98
COc1ccccc1-c1ccc(=O)n(CC(=O)NC(C)(C)C)n1	1	0	99	99	98	100	0	98
CCOc1ccccc1OCC(=O)Nc1ccc(S(=O)(=O)Nc2ncccn2)cc1	5	0	106	103	110	107	48	109
CC(C)C(=O)NCCc1nc2ccccc2n1CCc1ccccc1	11	0	99	97	112	113	24	123
COc1ccc(C2(C(=O)Nc3cc(C)on3)CCOCC2)cc1	6	1	96	95	102	93	2	101
Brc1ccc2c(c1)CN1CCCC1=N2	-1	0	107	92	102	89	30	90
CCC(C)N1CCNCC1 (stereo not drawn)	4	0	98	93	97	103	-5	103
CC12CC3CC(C)(C1)CC(C(=O)Nc1nncs1)(C3)C2	-5	3	97	102	105	91	-29	97
Cc1ccc(C(NC(=O)Nc2ccccn2)C(Cl)(Cl)Cl)cc1F (stereo not drawn)	0	0	105	100	105	98	7	87
CC1=C(C(=O)O)N2C(=O)C(NC(=O)c3nn(C)cc3Cl)C2SC1 (stereo not drawn)	8	1	99	94	96	98	5	93
COC(=O)c1cc(NC(=O)CN2CCOCC2)cc(C(=O)OC)c1	3	1	103	95	102	102	-8	98
CC(=O)C1=C(C)Nc2ncnn2C1c1ccc(Cl)cc1Cl (stereo not drawn)	-1	0	104	106	110	109	-2	110
CCOC(=O)c1c(-c2ccccc2)cn2c(C)cc(C)nc12	3	1	98	98	104	102	-28	108
O=C(Cn1cnc2c(OCc3ccccc3)ncnc21)N[C@H](CO)Cc1cc2ccccc2[nH]1	12	9	96	98	93	98	27	94
COc1ccc(Cl)cc1C(=O)OCC(=O)c1ccc[nH]1	4	2	99	79	97	92	-1	97
CC(C)CN=C(NS(=O)(=O)c1ccccc1)C(Cl)(Cl)Cl	-7	2	100	93	91	99	4	102
CCOC(=O)c1oc2ccccc2c1COC(=O)CNC(=O)c1ccccc1	3	4	87	96	97	98	33	99
CN(C(=O)CSc1cc(Cl)ccc1Cl)C1CCS(=O)(=O)C1 (stereo not drawn)	4	0	95	99	104	98	-4	99
O=c1[nH]cc(COCc2ccccc2)c(=O)[nH]1	16	2	96	99	96	97	10	97
Cc1ccc(NC(=S)N2CCN(C(=O)C3CCCO3)CC2)c(C)c1 (stereo not drawn)	-5	0	106	103	110	110	6	102
CCOC(=O)c1[nH]c2c(c1-c1ccccc1)C(=O)CC(c1ccc(OCC)cc1)C2 (stereo not drawn)	-22	5	102	103	103	110	3	108
CCCc1nnc(NC(=O)CCC(=O)N2CCCCCC2)s1	-9	0	97	97	100	97	-8	100
CCN1CCN(C(=O)c2cnn3c(C(F)F)cc(-c4ccc(C)cc4)nc23)CC1	11	0	104	103	100	102	9	99
Cc1nc(NC(C)c2ccccc2)c2oc3ccccc3c2n1 (stereo not drawn)	9	0	96	97	100	91	0	108
NC(CO)C(O)c1ccc([N+](=O)[O-])cc1 (stereo not drawn)	29	98*	105	100	108	105	9	108
CCC1Nc2ncnc(N3CCN(c4ccccn4)CC3)c2N(Cc2ccc(Cl)cc2)C1=O (stereo not drawn)	8	0	98	90	92	88	5	105
COc1ccc(S(=O)(=O)NC(C)C(=O)NCc2cccnc2)cc1C (stereo not drawn)	-16	0	99	93	104	94	-8	101
CC(Oc1ccccc1)C(=O)Nc1ccc(S(=O)(=O)N2CCN(C)CC2)cc1 (stereo not drawn)	13	0	89	83	90	91	?	93
CC(NS(=O)(=O)c1ccccc1)C1COc2ccccc2O1 (stereo not drawn)	-4	0	100	103	104	103	-3	107
Cc1ccc(-n2nc3ccc(NC(=O)c4ccco4)cc3n2)cc1	-2	0	95	96	101	99	2	101
O=C(O)c1ccc(CSCc2c(F)cccc2Cl)o1	18	0	97	94	99	102	-4	100
CCOC(=O)c1nnn(CC(=O)Nc2ccccc2)c1C(=O)OCC	-2	0	100	97	103	103	-5	103
CCn1c(SCC(=O)c2cccs2)nnc1-c1cccs1	16	1	95	95	100	95	-1	98
C=CCn1c(O)c(C=Nc2ccc(Cc3ccncc3)cc2)c(=O)[nH]c1=S	-17	0	108	111	104	108	-1	105
COc1cc(C2SCC(=O)N2Cc2ccccc2)ccc1O (stereo not drawn)	4	3	101	109	103	96	4	91
CCOC(=O)c1cnc(Nc2nc3ccccc3o2)nc1CSc1ncccn1	-12	2	104	105	102	102	-6	99
CCCN(CCC)c1nc2ccccc2nc1C(C#N)C(=O)OC(C)COC (stereo not drawn)	0	17	103	91	113	93	-4	104
NC(=O)/C(=C\c1ccco1)NC(=O)c1ccc(Br)o1	3	0	94	88	94	89	-3	92
Cn1ccs/c1=N\C(=O)Nc1ccccc1	5	0	100	100	103	96	-39	94
Cc1cc(C)n(CCc2nc(-c3ccco3)cs2)n1	-4	0	108	116	107	113	-3	119
Cc1ccc(C(=O)C(C)OC(=O)CN2C(=O)NC3(CCCC3)C2=O)cc1 (stereo not drawn)	-11	0	110	115	115	108	-1	104

Another view of 3 compounds above.
Values run as follows: VLA-4 inh | GRK2 inh | RPL19A-GFP yeast | CIT2 TOR yeast | MEP2-GFP yeast | AGP1 TOR yeast | GASC-1 inh | LAP4-GFP MLPCN
Cn1ccs/c1=N\C(=O)Nc1ccccc1
    5 | 0 | 100 | 100 | 103 | 96 | -39 | 94
Cc1cc(C)n(CCc2nc(-c3ccco3)cs2)n1
    -4 | 0 | 108 | 116 | 107 | 113 | -3 | 119
Cc1ccc(C(=O)C(C)OC(=O)CN2C(=O)NC3(CCCC3)C2=O)cc1 (stereo not drawn)
    -11 | 0 | 110 | 115 | 115 | 108 | -1 | 104

Other records
SMILES	VLA-4 inh	GRK2 inh	RPL19A-GFP yeast	CIT2 TOR yeast	MEP2-GFP yeast	AGP1 TOR yeast	GASC-1 inh	LAP4-GFP MLPCN
COc1cc(-c2nc(S(=O)(=O)c3ccc(Cl)cc3)c(N3CCOCC3)o2)cc(OC)c1OC	19	0	104	105	115	103	i	109
COc1cccc(/C=C/C(=O)OCC(=O)c2ccc3c(c2)NC(=O)CO3)c1OC	23	4	95	99	100	102	37	106
O=C(COC(=O)CCC(=O)c1cccs1)NC(=O)c1ccc(OC(F)F)cc1	1	0	96	102	97	99	4	106
O=c1cc(NS(=O)(=O)c2ccccc2)nc(SCc2c(Cl)cccc2Cl)[nH]1	14	1	98	94	95	99	-2	95
C/C=C/c1ccc(OCC(=O)OCc2csc(CC(=O)Nc3ccccc3C)n2)c(OC)c1	12	3	102	95	104	96	-3	94
COc1ccc(NC(=O)CSc2ccccn2)c([N+](=O)[O-])c1	-2	0	97	96	104	102	-5	109
Nc1ccc(Cc2ccc(N)c(C(=O)O)c2)cc1C(=O)O	7	2	102	97	103	103	3	104
O=C(NCc1cccnc1)c1cccc(C(F)(F)F)c1	-2	1	96	93	100	97	-1	101
Cc1ccc(C(=O)Nc2ccon2)cc1S(=O)(=O)N1CCCC1	-1	1	96	94	100	94	12	95
O=C(CSc1nc2ccccc2[nH]1)Nc1ccc2c(c1)CCC2	22	0	101	101	105	103	-4	103
COc1ccc2[nH]c3c(=O)n(CCCC(=O)NC4CCCCC4C)c(=S)[nH]c3c2c1 (stereo not drawn)	4	0	106	109	108	115	-4	122
Nc1ncc(Br)cc1S(=O)(=O)NCCC(=O)N1CCN(c2ccccc2)CC1	17	1	107	108	109	110	-2	107
O=C(O)[C@H]1CCCC[C@H]1C(=O)Nc1ccc(Nc2ccccc2)cc1	5	0	103	92	107	102	8	111
O=C(C1CCCN(c2ncnc3c2nc2n3CCCCC2)C1)N1CCN(c2ccccc2F)CC1 (stereo not drawn)	4	0	103	95	102	96	-20	97
COc1ccc(N2CCN(C(CNC(=O)C(=O)NCc3cccnc3)c3ccco3)CC2)cc1 (stereo not drawn)	-8	2	97	100	104	96	1	93
CCCn1c(CN2CCCCC2C)nc2c1c(=O)n(C)c(=O)n2C (stereo not drawn)	-6	0	100	96	90	101	0	97
CCN(CC)S(=O)(=O)c1ccc(N2CCOCC2)c(NC(=O)C2CC2)c1	-4	1	101	103	98	109	89	103
Cc1ccccc1C1CC(c2ccc(Br)cc2)Nc2nc(N)nn21 (stereo not drawn)	-3	1	95	90	98	91	-5	96
COc1cc(OC)c(OC)cc1CN1CCN(Cc2ccco2)CC1	19	2	102	102	100	105	0	92
Cc1cccc2c1N(C(=O)CN1C(=O)c3ccccc3C1=O)C(C)(C)c1ssc(=S)c1-2	5	0	106	98	106	96	0	92
CCCc1cc(=O)[nH]c(SCC(=O)N(CC)Cc2ccccc2)n1	6	5	98	86	94	99	-7	89
C=CCNS(=O)(=O)c1ccc(C(=O)OCc2cc(=O)oc3cc(OC)ccc23)cc1	8	4	103	104	108	102	8	96
CN1CCc2c(sc(/N=C/c3c[nH]c4ccccc34)c2C(N)=O)C1	7	0	69[may fluoresce violet]	.	576*[may fluoresce violet]	.	-25	.
COC(=O)c1n[nH]c2ccccc12	14	0	100	95	102	100	3	103
Cc1noc(C)c1CSCC(=O)NCCN1C(=O)S/C(=C\c2ccccc2F)C1=O	5	1	96	86	99	97	1	111
O=C(NC12CC3CC(CC(C3)C1)C2)N1CCN(c2nc(-c3ccccc3)cs2)CC1	2	1	99	111	106	103	10	104
O=S1(=O)Cc2cc3ccccc3cc2C1	0	0	108	110	102	111	3	103
O=C(O)/C=C/C(=O)Nc1ccc(N2CCOCC2)nc1N1CCOCC1	1	2	98	103	100	101	3	106
COc1ccc(N2CCN(C(c3cc4ccc(C)cc4[nH]c3=O)c3nnnn3C3CCCC3)CC2)cc1 (stereo not drawn)	-3	1	95	88	93	96	-22	99
CC(CCc1ccccc1)NC(=O)c1cnc(Cl)c(Cl)c1 (stereo not drawn)	-3	2	100	90	98	95	-11	99
CCOc1c(Br)cc(CNc2ccc(N3CCN(C(C)=O)CC3)cc2)cc1OC	-4	0	105	104	114	115	-2	113
O=[N+]([O-])c1cc(Cl)cc(/C=N/n2cnnc2)c1O	-3	0	101	105	99	102	13	128
O=C1C=C(c2ccc3ncccc3c2)C[C@@H](c2ccc(F)cc2)C1	-9	0	96	90	99	89	1	107
O=C(NCc1ccc(F)cc1)C(=O)NCC1CCCN1S(=O)(=O)c1ccccc1 (stereo not drawn)	1	1	96	86	98	111	-32	107
